Screening data (PubChem)
XiGFP reactiv: activators of inactive X chromosome reactivation, primary screen, imaging, XiGFP fibroblasts, GFP high-content imaging, set 2. AID 743238, 2013. activation, % at 7.58 µM. XiGFP mouse fibroblasts, % GFP-positive cells imaging, 3 d; cells co-treated with 5-aza-dC sensitizer; scaled so ellipticine positive control = 100%. 360,000 compounds, 0.055% hits;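 active means mean normalized replicate activation at least 10% and every replicate at or above 10%; inconclusive means only one of the two criteria met; inactive means mean below 10% and not all replicates reach 10%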;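 further: 0% = median of on-plate neutral control wells and 100% = ellipticine 6 µM median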
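material = 68-5-11 XiGFP fibroblast line | medium = DMEM plus 5-aza-dC sensitizer | schedule = 3 days compound exposure | benchmarks = positive control ellipticine, 6 µM final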
EWS-Fli inh: EWS/Fli-driven NR0B1 reporter inhibitors, primary screen, A673 cells, NR0B1 luciferase, luminescence, MLPCN library | viability-normalised | 350,000 compounds, 0.67% hits | inhibition, % at 12.6 µM;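 active means mean inhibition of at least 50% after viability correction, with every replicate also passing that limit; inconclusive means mean reaches 50% but only one of two replicates passes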;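 further: firefly luciferase signal divided by Alamar Blue viability fluorescence both relative to DMSO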
ARNT TACC3 PPI: disruptors of ARNT/TACC3 protein interaction, primary screen, biochemical, AlphaScreen, single concentration. Transforming acidic coiled-coil-containing protein 3 (Homo sapiens), Q9Y6A5. AlphaScreen His-ARNT PAS-B/GST-TACC3 binding, luminescence; TACC3 fragment carries E629A point mutation. inhibition, % at 9.99 µM. 390,000 compounds, 0.66% hits;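 active means mean inhibition of replicates at least 50% and at least half of replicates each reaching 50%; inconclusive means half or more replicates reach 50% but mean below 50%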;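 further: 0% = complete ARNT plus TACC3 wells and 100% = ARNT alone without TACC3; many hits fall short of the cut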
ERp5 inh: inhibitors of ERp5-driven insulin aggregation, primary screen, biochemical, turbidity, absorbance 650 nm, single point; 350,000 compounds, 0.05% hits; Protein disulfide-isomerase A6 (Homo sapiens), Q15084; inhibition, % at 9.99 µM; 90 min;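 active means mean replicate inhibition above about 25%, with every replicate also reaching it, limit read from the data, passing the limit was not always enough; inconclusive means only one of those two criteria met; inactive means neither criterion met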
Target sequence (Q15084 whole entry, looked up): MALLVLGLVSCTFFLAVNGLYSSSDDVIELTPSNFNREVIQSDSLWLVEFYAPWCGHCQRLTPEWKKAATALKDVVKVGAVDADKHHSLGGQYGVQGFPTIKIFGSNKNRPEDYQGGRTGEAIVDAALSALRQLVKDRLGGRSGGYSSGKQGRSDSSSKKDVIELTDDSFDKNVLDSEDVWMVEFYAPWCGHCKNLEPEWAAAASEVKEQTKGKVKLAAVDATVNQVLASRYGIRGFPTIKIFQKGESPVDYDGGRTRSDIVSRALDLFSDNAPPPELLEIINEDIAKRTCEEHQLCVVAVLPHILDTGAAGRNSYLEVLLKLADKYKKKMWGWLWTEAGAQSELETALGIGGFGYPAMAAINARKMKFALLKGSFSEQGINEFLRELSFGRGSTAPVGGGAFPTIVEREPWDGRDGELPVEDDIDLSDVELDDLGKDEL
GSIS activator: GLuc luminescence reporter in INS-1E cells, primary screen for activators of glucose-dependent secretion of insulin | INS-1E GLuc reporter insulin secretion, 2-3 h | activation, % at 16.6 µM | 370,000 compounds, 0.61% hits | AID 743287, 2014;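 active means lowest replicate activation of at least 40%, so every replicate reaches that level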;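 further: 0% = median of neutral control wells and 100% = median of IBMX positive control wells; some compounds called inactive have numbers as strong as hits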
PAX8 reporter: inhibitors of PAX8-driven TPO luciferase reporter, primary screen, RMG-I cells, single concentration. inhibition, % at 12.6 µM. SteadyGlo, 24 h. 360,000 compounds, 1.2% hits;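 active means mean replicate inhibition at least 60% with every replicate also reaching 60%; inconclusive means only one of the two criteria is met; inactive means mean below 60% and not all replicates reaching 60%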;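 further: luciferase light reporting Pax8 driven TPO promoter activity; plate controls were median of neutral control wells for no effect and mitoxantrone controls for full effect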
CFTR F508del cor: F508del CFTR correction, initial screen, CFBE line, single point; CFBE cells, YFP halide quenching; stimulated with forskolin plus potentiator P3; % fluorescence drop versus neutral controls; activity (quench increase), % at 7.58 µM; 350,000 compounds, 0.36% hits; AID 720511, 2013;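 active means mean added fluorescence quench of at least 8% versus neutral control, with both replicates also reaching 8%; inconclusive means only one of the mean or replicate conditions met; inactive means mean below 8% and not both replicates reaching 8%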;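 further: cells transiently co-express mutant CFTR-F508del with the halide-sensitive YFP; corrector assay measuring rescue of mutant channel to the surface after 24 h compound exposure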
DENV2 CPE rescue: inhibitors of DENV2 cytopathic effect, primary screen, cell-based, plate reader, single concentration. 350,000 compounds, 1.7% hits. CPE inhibition, % at 9.99 µM. DENV2-infected cells, cytopathic effect rescue; in the data active means CPE inhibition above about 20%, passing the limit was not always enough; inconclusive means no clear call, values can overlap the other calls; tested in BHK-21 cells;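 further: 0% = median of neutral control wells and 100% = median of positive control wells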
* = called active by the depositor; ? = inconclusive; / = not tested or not shown; & = joins results of further samples.

SMILES	XiGFP reactiv	EWS-Fli inh	ARNT TACC3 PPI	ERp5 inh	GSIS activator	PAX8 reporter	CFTR F508del cor	DENV2 CPE rescue
C[C@@H]1CCCCO[C@H](CN(C)C(=O)NC2CCCCC2)[C@@H](C)CN([C@@H](C)CO)C(=O)c2cc(NC(=O)c3ccncc3)ccc2O1	-0.1	-1	3	-1	-6	9	-2.1	-2
C[C@@H]1CN([C@@H](C)CO)C(=O)c2cc(NC(=O)Nc3ccccc3)ccc2O[C@@H]1CN(C)S(=O)(=O)c1ccc(Cl)cc1	0.0	5	0	4	-7	6	1.1	20
COc1ccc(/C=C2\SC(=S)N(CCCC(=O)NNC(=O)c3ccccc3O)C2=O)cc1	0.0	77*	-2	1	-7	66*	1.9	14
CCc1nnc(NC(=O)C2Cc3ccccc3CN2S(=O)(=O)CC)s1 (stereo not drawn)	0.0	-17	-7	3	10	-12	1.0	/
COc1ccc(C(=O)CC(=O)C(=O)Nc2cccc(C(C)=O)c2)cc1	0.0	-1	-1	1	-3	-17	1.4	-3
CCCNC(=O)N1[C@H](CO)[C@@H](c2ccccc2)[C@H]1CNC(=O)c1ccccc1	0.1	-2	3	0	0	3	-1.9	-11
COc1ccc2c3c([nH]c2c1)[C@@H](CO)N(C)CC31CN(C(=O)c2ccccn2)C1	0.4	3	/	/	-8	/	-1.1	-6
Cc1c(C)c2ccc(OCC(=O)Nc3ccc(N4CCC(C)CC4)cc3)cc2oc1=O	0.0	17	0	-5	-1	1	0.6	-2
COc1ccc(-c2cnc3c(c2)C(=O)N([C@@H](C)CO)C[C@@H](C)[C@@H](CN(C)C(=O)NC2CCCC2)O3)cc1	-0.1	1	-3	-5	6	-5	-0.5	-8
CCCCCCCCNc1nc(Cl)nc(NCc2ccco2)n1	0.2	/	-2	/	0	-5	/	/

An excerpt from above in order of count of non-hydrogen atoms, ascending:
SMILES	XiGFP reactiv	EWS-Fli inh	ARNT TACC3 PPI	ERp5 inh	GSIS activator	PAX8 reporter	CFTR F508del cor	DENV2 CPE rescue
CCc1nnc(NC(=O)C2Cc3ccccc3CN2S(=O)(=O)CC)s1 (stereo not drawn)	0.0	-17	-7	3	10	-12	1.0	/
CCCNC(=O)N1[C@H](CO)[C@@H](c2ccccc2)[C@H]1CNC(=O)c1ccccc1	0.1	-2	3	0	0	3	-1.9	-11
COc1ccc2c3c([nH]c2c1)[C@@H](CO)N(C)CC31CN(C(=O)c2ccccn2)C1	0.4	3	/	/	-8	/	-1.1	-6
COc1ccc(/C=C2\SC(=S)N(CCCC(=O)NNC(=O)c3ccccc3O)C2=O)cc1	0.0	77*	-2	1	-7	66*	1.9	14
COc1ccc(-c2cnc3c(c2)C(=O)N([C@@H](C)CO)C[C@@H](C)[C@@H](CN(C)C(=O)NC2CCCC2)O3)cc1	-0.1	1	-3	-5	6	-5	-0.5	-8
C[C@@H]1CN([C@@H](C)CO)C(=O)c2cc(NC(=O)Nc3ccccc3)ccc2O[C@@H]1CN(C)S(=O)(=O)c1ccc(Cl)cc1	0.0	5	0	4	-7	6	1.1	20

New compounds follow.
SMILES	XiGFP reactiv	EWS-Fli inh	ARNT TACC3 PPI	ERp5 inh	GSIS activator	PAX8 reporter	CFTR F508del cor	DENV2 CPE rescue
C[C@@H]1CN([C@@H](C)CO)C(=O)c2cc(C#CCN(C)C)cnc2O[C@H]1CN(C)C(=O)CN1CCOCC1	-0.7	8	-9	8	10	-9	/	8
c1ccc(-c2ccccc2OCCOCCN2CCOCC2)cc1	0.0	2	-7	-6	10	2	1.6	-4
O=C(Nc1nonc1NC(=O)c1cccs1)c1cccs1	0.3	19	-6	-8	133*	-11	-2.3	4
CCOC(=O)NC(=O)c1cn(CCNCCO)c(=O)[nH]c1=O	0.3	9	-1	2	10	18	4.3	9
Cc1cc(-c2ccco2)n(CC(=O)NCCCc2ccccc2)n1	0.0	-1	-11	2	/	-3	0.2	-1
C[C@H](CO)N1C[C@H](C)[C@@H](CN(C)C(=O)Cc2ccccc2)Oc2ncc(C#Cc3ccccc3F)cc2C1=O	-1.3	2	6	-11	2	/	0.1	7
CCc1nc2c(OCCOc3ccc(F)cc3)cccn2c1N(C)C(=O)c1ccccc1F	-0.1	-4	/	-1	-10	10	1.6	8
CCCCNc1ccc2c3c(cccc13)C(=O)N(CCCC)C2=O	123*	12	-55	2	5	7	0.6	-6
O=C(CNC(=O)c1ccncc1)N/N=C/c1ccc(Br)cc1	0.3	0	0	-7	/	-12	-0.8	-4
CCOC1OC(=O)C(Cl)=C1Nc1ccc(C)cc1C (stereo not drawn)	0.0	4	-4	-3	6	1	/	6
COc1cccc(C(NC(C)=O)c2nc(/C=C/c3ccccc3)cs2)c1 (stereo not drawn)	0.2	0	/	1	-16	-2	-1.2	30*
O=C(C[C@@H]1C[C@H]2c3cc(NC(=O)CC4CC4)ccc3O[C@H]2[C@@H](CO)O1)NCc1ccccc1F	0.1	-8	-3	6	0	/	3.0	?
CCCCN1C(=O)C(CC(=O)NCC2CCCCC2)CC(C(=O)N(C)C)=C1C (stereo not drawn)	-0.1	8	/	-2	/	0	3.8	9
COc1ccc(S(=O)(=O)Nc2ccc3c(c2)CC(=O)N([C@H](C)CO)C[C@H](C)[C@@H](CN(C)S(=O)(=O)c2cn(C)cn2)O3)cc1	1.6	-5	-2	-8	7	-4	-0.8	0
COc1cc(/C=N/NC(=O)c2ccncc2)ccc1OC(=O)c1cccc(F)c1	0.4	/	2	0	-17	/	-2.3	1
C[C@H]1CN([C@@H](C)CO)C(=O)c2cc(C#Cc3cccnc3)cnc2O[C@H]1CN(C)Cc1ccc(F)cc1	0.0&0.0	-3&-6&-13	0&-1	2&6&-8	3&-15	8&-10	-0.9&3.5&-0.3	?
C[C@@H]1CN([C@H](C)CO)C(=O)c2cc(NC(=O)Nc3ccc4c(c3)OCO4)ccc2O[C@@H](C)CCCCO[C@@H]1CN(C)Cc1ccc(C(F)(F)F)cc1	-0.1	0	2	1	-7	66*	-2.8	-15
CC(C)[C@@H](CO)N(C)S(=O)(=O)c1ccccc1Br	0.1	-17	-4	0	-13	6	0.7	-2
CCn1c(SCC(=O)O)nnc1-c1cc2c(C)nn(-c3ccccc3)c2s1	/	12	31	-3	8	/	-0.8	-2
CCOc1ccc(CCNC(=O)c2cn(C)c3ccc(S(=O)(=O)N4CCOCC4)cc3c2=O)cc1OCC	0.4	7	1	2	6	0	-1.7	-1
COc1ccccc1CN1CC(C(=O)NCc2nccn2C)CCC1=O (stereo not drawn)	-0.1	-16	-2	-7	/	14	-2.4	31*
C[C@@H]1CN([C@@H](C)CO)C(=O)c2cccc(NS(=O)(=O)c3ccccc3)c2O[C@@H]1CN(C)C(=O)NC1CCCCC1	-1.0	-1	-7	0	-8	-10	1.5	3
Cc1cccc(-c2cc(N3CCCN(C)CC3)n3nccc3n2)c1	0.5	7	/	7	-7	10	-3.4	1
COc1ccc(O)c(/C=N/NC(=O)c2c(C)nnn2-c2nonc2N)c1	1.5	12	-5	-1	-5	9	6.6	-3
COc1ccccc1CN1CC(C(=O)NCc2cc(C)on2)CCC1=O (stereo not drawn)	0.1	/	-2	2	7	-30	-2.1	2
CCS(=O)(=O)N1CCC2(CC1)CN(Cc1cc(F)ccc1F)[C@H](CO)c1c2c2ccc(OC)cc2n1C	-0.1	41	/	2	2	32	3.4	1
COc1cccc(/C=C/C(=O)OCC(=O)c2ccccc2)c1OC	0.2	-64	-3	2	13	-200	-2.6	5
Nc1ccccc1C(=O)N1O[C@@H]2C=C[C@H]1CC2	0.0	8	-4	4	4	6	-1.5	-8
COCCN(Cc1cc2cc3c(cc2nc1Cl)OCO3)C(=O)Nc1ccc(F)cc1	/	9	-9	4	-14	/	1.5	/
CCn1c(CSc2ncccn2)nnc1SCC(=O)N1c2ccccc2CC1C (stereo not drawn)	/	5	-10	1	3	/	5.2	16
CN1CCN(c2ccc(NC(=O)c3sc4ccccc4c3Cl)cc2)CC1	0.0	19	-1	-3	14	-57	1.9	1
COc1cccc(-c2onc3ccc(C(C)=O)cc23)c1	0.1	-36	0	1	9	-62	3.3	0
COc1ccc(S(=O)(=O)N(C)C[C@@H]2Oc3ccc(NC(=O)Nc4ccc5c(c4)OCO5)cc3C(=O)N([C@H](C)CO)C[C@@H]2C)cc1	-1.2	0	3	/	-2	/	-3.5	-7
COc1cc(C(=O)NCCC(C)C)ccc1OCc1ccc(Cl)cc1Cl	-0.2	/	-6	/	-22	-14	/	/
CS(=O)(=O)N(Cc1ccccc1)c1ccc(C(=O)NCCSc2ccccn2)cc1	0.0	4	-2	1	0	25	1.4	17
COc1ccc(OC)c(C2=NOC(C(=O)NCC3CCCO3)C2)c1 (stereo not drawn)	/	-3	24	10	24	/	0.7	-4
O=C(Nc1cc(Cl)ccc1Cl)c1ccco1	0.1	1	-11	-6	-5	-20	-1.0	-4
Cn1nc(C(C)(C)C)cc1C(=O)N1CCCCC1c1cc(C(=O)Nc2cccc3c2CCCC3)no1 (stereo not drawn)	0.0	-21	/	3	/	-3	-1.5	-7
O=C(Nc1ccc(S(=O)(=O)N2CCCCCC2)cc1)c1[nH]ncc1[N+](=O)[O-]	0.0	/	-11	-3	13	16	-2.5	-8
CC1(C)c2[nH]c3ccccc3c2C[C@@H]2C(=O)N(Cc3ccccc3F)C(=O)N21	0.0	5	5	8	-13	10	1.2	-11
Cc1nn(-c2ccccc2)nc1C(=O)NNC(=O)c1ccc(C(F)(F)F)cc1	0.0	-5	-4	5	3	-5	0.9	5
O=C(N/N=C\c1ccc(-c2ccccc2[N+](=O)[O-])o1)C1COc2ccccc2O1 (stereo not drawn)	-0.1	/	-3	/	-9	12	/	/
COc1ccc(NC(=O)N(C)C[C@@H]2Oc3c(NC(=O)NC(C)C)cccc3C(=O)N([C@H](C)CO)C[C@H]2C)cc1	-0.5	-6	-3	0	8	5	1.2	-8
CN1C(=O)c2cccc3c(S(=O)(=O)NCCc4ccccc4)ccc1c23	0.5	14	/	10	-13	12	-2.6	-1
Nc1ccc(NC(=S)Nc2ccccc2)cc1	0.0	-18	/	2	-6	-4	3.5	-2
COc1ccc(NC(=O)CCCc2ccccc2)cc1OC	-0.1	-90	-3	0	-3	-19	1.9	3
